Bioassay records deposited in PubChem BioAssay by National Center for Advancing Translational Sciences (NCATS).
Pol beta inh – DNA polymerase beta (human) inhibition; Potency, µM (series often up to 114 µM), without a hit: top-dose activity change, negative = inhibition, actives largely listed as inhibitors; P06746; Pol beta primer extension/strand displacement, fluorescence kinetic; 340,000 tested, 1.3% active; note: potency is the fitted concentration of half-maximal effect; % is set by controls: 0 for no effect and ±100 for the full control effect
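Reaction started by 50 nM substrate onto compound-treated Pol beta (10 nM, 15 min preincubation, room temperature); plates read at 0 min and 10 min. Normalized concentration-effect data fitted by four-parameter Hill equation.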
POLK inh – inhibitors of human DNA polymerase kappa; 400,000 tested, 0.53% active; Potency, µM (doses to about 107 µM), for the others: at the top dose activity, negative = inhibition, most hits filed as inhibitors; Q9UBT6; purified Pol kappa, fluorescent DNA synthesis assay, 10 min; note: potency is the fitted concentration of half-maximal effect; % is set by controls: 0 for no effect and ±100 for the full control effect
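10 nM Pol kappa was preincubated with compounds for 15 min at room temperature. Reaction started with 50 nM (final) substrate. Fluorescence read kinetically at 0 and 10 min.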
APE1 inh – inhibitors of human APE1 endonuclease; recombinant APE1, TAMRA/BHQ-2 abasic DNA cleavage fluorescence; Potency, µM (highest dose often 65.8 µM), for the others: at the highest dose activity change, negative = inhibition, usual class: inhibitors; AID 2517; 350,000 tested, 0.35% active; P27695;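 note: potency is the fitted concentration of half-maximal effect; plate controls were vehicle for no effect and reference inhibitor for full effect; nearly all actives have a fitted effect of over 55% in size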
Target sequence (P27695 whole entry, looked up): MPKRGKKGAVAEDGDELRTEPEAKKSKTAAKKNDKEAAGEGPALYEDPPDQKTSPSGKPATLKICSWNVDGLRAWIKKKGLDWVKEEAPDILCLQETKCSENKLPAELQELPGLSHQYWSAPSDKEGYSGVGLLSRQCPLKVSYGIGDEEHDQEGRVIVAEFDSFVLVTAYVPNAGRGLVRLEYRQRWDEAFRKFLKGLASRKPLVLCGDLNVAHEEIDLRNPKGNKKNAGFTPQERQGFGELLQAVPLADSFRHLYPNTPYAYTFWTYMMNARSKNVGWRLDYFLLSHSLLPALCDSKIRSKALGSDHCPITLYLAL
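Compound pre-exposure to 0.75 nM APE1, 15 min at ambient temperature. Reaction initiated with 50 nM TAMRA/BHQ-2 THF substrate, read immediately in kinetic mode, 525 nm excitation, 598 nm emission.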
POLH inh – inhibitors of human DNA polymerase eta; Q9Y253; recombinant Pol eta, fluorescent DNA replication assay; Potency, µM (highest dose often 114 µM), without a hit: at the highest dose activity change, negative = inhibition, most hits filed as inhibitors; 390,000 tested, 1.2% active; note: potency is the fitted concentration of half-maximal effect; % is set by controls: 0 for no effect and ±100 for the full control effect
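Pol eta at 10 nM preincubated with compounds 15 min at room temperature; reaction started with fluorescent substrate (50 nM final) and read kinetically at 0 and 10 min.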
ALOX12 inh – inhibitors of human 12S-lipoxygenase ALOX12; P18054; purified 12hLO, xylenol orange hydroperoxide absorbance; Potency, µM (titrated, usually from 108 µM), without a hit: at the highest dose activity change, negative = inhibition, most hits filed as inhibitors; 580,000 tested, 1.1% active; AID 1671190; note: potency is the fitted concentration of half-maximal effect; % is set by controls: 0 for no effect and ±100 for the full control effect
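Purified human 12hLO (150 nM final) in 25 mM Hepes, 0.01% Triton X-100, pH 7.0 was preincubated 15 min at room temperature with compound. Then 40 uM arachidonic acid was added, 30 min. Hydroperoxide was read by Fe-XO absorbance ratio 573/405 nm.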
Anesthetic bind – candidate novel general anesthetic via apoferritin binding; apoferritin/1-aminoanthracene competitive binding, fluorescence; Potency, µM (series often up to 77.5 µM), without a hit: top-dose activity change, negative = displacement, usual class: inhibitors; 350,000 tested, 0.074% active; AID 485281; note: potency is the fitted concentration of half-maximal effect; % is set by controls: 0 for no effect and ±100 for the full control effect; nearly all actives have a fitted effect of over 20% in size
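Concentration-response curves derived by four-parameter Hill fitting of normalized fluorescence, where compounds displaced 1-AMA from 10 uM horse apoferritin following a brief 10 min room-temperature incubation; propofol titration acted as positive control.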
ERG-DNA inh – inhibitors of human ERG Ets domain-DNA interaction. P11308. fluorescence polarization, His-ERG Ets domain / labelled DNA. Potency, µM (highest dose often 76.9 µM), for inactives: top-dose FP activity, negative = inhibition, usual class: inhibitors. 370,000 tested, 0.028% active. AID 624246; active = well fitted inhibition curve with a large enough effect in the polarisation, with a control signal flat; inconclusive = small, poorly fitted or top-dose-only effect, or effect the other way, or a change in a side signal; inactive = no such curve, though single readings can be large or run the other way; the % refers to the polarisation;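 note: polarization taken with two DNA probes labelled with fluorescein and Texas red; potency is the fitted concentration of half-maximal effect; % of control where 0% means no effect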
Target sequence (P11308 whole entry, looked up, the tested form may be a part): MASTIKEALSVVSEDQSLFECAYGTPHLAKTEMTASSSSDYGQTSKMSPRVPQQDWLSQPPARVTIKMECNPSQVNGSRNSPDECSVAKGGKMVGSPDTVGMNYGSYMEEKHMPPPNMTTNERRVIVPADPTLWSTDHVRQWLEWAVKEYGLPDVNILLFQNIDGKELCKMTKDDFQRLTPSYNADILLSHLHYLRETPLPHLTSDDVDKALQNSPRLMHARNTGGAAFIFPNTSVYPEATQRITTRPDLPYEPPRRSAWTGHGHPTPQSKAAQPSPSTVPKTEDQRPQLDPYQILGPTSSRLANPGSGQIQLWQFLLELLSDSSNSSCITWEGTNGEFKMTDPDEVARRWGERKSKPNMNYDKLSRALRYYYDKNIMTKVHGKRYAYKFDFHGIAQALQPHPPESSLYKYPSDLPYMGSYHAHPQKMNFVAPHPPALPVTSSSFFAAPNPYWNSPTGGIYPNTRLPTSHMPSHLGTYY
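His-tagged ERG Ets domain (1 uM in the protein solution; 300mM KCl, 50mM Tris-HCl, 1mM EDTA, 1mM DTT, pH 7.5) received compound, then a probe mix of 5 nM fluorescein-DNA and 100nM Texas-615-DNA. Fluorescence polarization was read for both dyes.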
LDHA inh – blocks human lactate dehydrogenase A; 480,000 tested, 0.15% active; purified LDHA, NADH/diaphorase-resazurin fluorescence; hits give low values; P00338; activity change, % (values are at about 110 or 230 µM); AID 1347041; in the data active = activity change below about -30%; inconclusive = mostly about -25% to -30%;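 note: plate controls were DMSO wells for no effect and wells without enzyme for full effect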
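Resorufin fluorescence (ex540/em590), read at 0 and 20 min after diaphorase/resazurin addition, reports the NADH left after a 5 min room-temperature reaction of 2 nM human LDH5 with 0.06 mM NADH and 0.2 mM pyruvate.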
RGS4 inh – blocks human RGS4-accelerated GTP hydrolysis; P49798; Transcreener GDP fluorescence polarization, RGS4-accelerated GTP hydrolysis; Potency, µM (highest dose often 114 µM), inactives show top-dose activity change, negative = inhibition, actives largely listed as inhibitors; 390,000 tested, 0.039% active; AID 504845; note: potency is the fitted concentration of half-maximal effect; % is set by controls: 0 for no effect and ±100 for the full control effect; nearly all actives have a fitted effect of over 75% in size; some results filed as inactive show a strong effect at the top dose
Target sequence (P49798 whole entry, looked up): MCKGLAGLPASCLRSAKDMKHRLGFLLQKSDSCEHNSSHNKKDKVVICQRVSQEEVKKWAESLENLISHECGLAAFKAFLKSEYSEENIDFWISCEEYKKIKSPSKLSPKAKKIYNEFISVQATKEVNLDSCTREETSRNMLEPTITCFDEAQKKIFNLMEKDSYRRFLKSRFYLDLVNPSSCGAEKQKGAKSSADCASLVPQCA
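MLSMR compounds (23 nl, pin-transferred) preincubated 10 min at room temperature with a 500nM (2x) first reagent, then RGS4 at 900nM (2x) plus Transcreener GDP mix added; fluorescence polarization (620/688 nm) read before and after 90 min at 30 °C.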
Active calls of the source: *; ? = inconclusive; · = no result given; & = joins results of further samples; [ ] = another dose, or the depositor's remark. Unless noted, calls come from the whole dose curve; as a rule, active = well fitted curve in the direction sought with a large enough effect; inconclusive = small, poorly fitted or top-dose-only effect, or another doubt; inactive = no such curve, though single readings can be large; an effect the other way counts as inactive or inconclusive. A portion of the library; the hit share may differ from the screen's.

SMILES	Pol beta inh	POLK inh	APE1 inh	POLH inh	ALOX12 inh	Anesthetic bind	ERG-DNA inh	LDHA inh	RGS4 inh
O=C(NNS(=O)(=O)c1ccc(Br)cc1)c1ccccc1-n1cccc1	-1%	8%	24%	-11%	-8%	-8%	-4%	0	-7%
COc1ccc(C(=O)Nc2cccc(S(=O)(=O)N(C)C)c2)cc1S(=O)(=O)N1CCOCC1	·	8%	53%	-7%	-2%	·	-12%	-5	1%
CN1CCN(c2nc3ccccc3nc2NS(=O)(=O)c2ccc(Br)cc2)CC1	·	-16%	-7%	9%	-21%&-23%	·	-5%	-4&-19	24%
CCOC(=O)c1cnn2c(C(F)(F)F)cc(-c3cn(C)nc3C)nc12	-21%	2%	0%	-13%	0%	26%	-1%	3	29%
CSc1ccc(/C=C/C(=O)c2ccc(NC(=O)Cc3ccccc3)cc2)cc1	0%	0%	-9%	-16%	-38%	9%	-6%	-3	-12%
C=CCOC(=O)c1ccc(-n2cnc(C)n2)nc1	-14%	-7%	6%	-1%	4%	-7%	-6%	-11	26%
CC(=O)n1cc([C@@H]2C=C(C(=O)O)O[C@H](OCc3ccc(CO)cc3)C2)c2ccccc21	-17%	14%	-1%	-16%	?	-4%	-4%	-2	12%
O=C(Nc1ccc(C(=O)N2CCOCC2)cc1)c1ccccc1	·	13%	·	-9%	7%	·	-9%	-1	-1%
O=C(NCc1ccc(Cl)cc1Cl)C(=O)N1CCCCC1	12%	0%	23%	-11%	0%	?	2%	-2	-22%
O=C(COC(=O)COc1ccccc1)NC12CC3CC(CC(C3)C1)C2	·	7%	-1%	-9%	14%&-4%	·	-2%	-1&-1	-18%
CN(CCOc1ccc(Cl)cc1)C(=O)Cc1ccc(S(=O)(=O)N2CCOCC2)s1	·	-7%	19%	-6%	4%	·	·	0	-16%
CCN(CC)CCN(C(=O)Cn1nnc(-c2ccc(C)o2)n1)C(C(=O)NC1CCCC1)c1ccc(F)cc1 (centres undefined)	3%	-3%	15%	-23%	-6%	?	-10%	-5	-17%

Next part, overlapping the part above by three compounds.
SMILES	Pol beta inh	POLK inh	APE1 inh	POLH inh	ALOX12 inh	Anesthetic bind	ERG-DNA inh	LDHA inh	RGS4 inh
O=C(COC(=O)COc1ccccc1)NC12CC3CC(CC(C3)C1)C2	·	7%	-1%	-9%	14%&-4%	·	-2%	-1&-1	-18%
CN(CCOc1ccc(Cl)cc1)C(=O)Cc1ccc(S(=O)(=O)N2CCOCC2)s1	·	-7%	19%	-6%	4%	·	·	0	-16%
CCN(CC)CCN(C(=O)Cn1nnc(-c2ccc(C)o2)n1)C(C(=O)NC1CCCC1)c1ccc(F)cc1 (centres undefined)	3%	-3%	15%	-23%	-6%	?	-10%	-5	-17%
COc1cc2c(cc1OC)CN(S(=O)(=O)c1ccc(Cl)nc1)CC2	·	2%	46%	-9%	3%	·	-1%	-4	-8%
CCOC(=O)C1CCCN(C(=O)C2CCCN(S(=O)(=O)c3ccc4c(c3)oc(=O)n4C)C2)C1 (centres undefined)	6%	-22%	-3%	-18%	?	-2%	-10%	-6	-6%
CC(=O)c1cccc(NC(=O)CSc2nnc3ccc(-c4ccc(C)cc4)nn23)c1	0%	-7%[60.1 µM]	·	-1%	?	-11%	-8%	-5&-7	-8%
COc1cccc(OC)c1C(=O)NCCN1CCN(C(=O)c2c(OC)cccc2OC)CC1	6%	0%	1%	0%	12%	-8%	3%	4	10%
N#CCCN(C(=O)COC(=O)c1cccc(S(=O)(=O)N2CCCCCC2)c1)c1ccc(F)cc1	·	-19%	·	-15%	-5%	·	-3%	-5	-3%
CCn1cnc2c(oc3ccccc32)c1=O	4%	-2%	-1%	-4%	0%	-2%	-5%	-11	2%
CCN(C(=O)COC(=O)CSc1ccc(F)cc1)c1c(N)n(Cc2ccccc2)c(=O)[nH]c1=O	·	16%	-8%	-6%	20%	·	0%	0	-11%
O=C(CSc1nnc(CNc2ccccc2)o1)N1CCCc2ccccc21	?	-6%	1%	-13%	0%	?	1%	-2	-29%
COc1ccc(C)cc1NC(=O)CSc1nc(=O)[nH]c2c1CCCC2	2%	-3%[60.1 µM]	·	-17%	-23%	?	2%	-2	-35%
COc1cc(C(=O)NNC(=O)COc2ccccc2Cl)ccc1OCC(=O)N1CCOCC1	·	1%	8%	-7%	-4%	·	9%	-18	21%
COc1cc2c(c(OC)c1O)C(=O)CO2	1%	-3%	18%	-6%	?	8%	1%	-11	15%
CN(c1ccccc1)S(=O)(=O)c1ccc(C(=O)Nc2ccncc2)cc1	·	0%	15%	-15%	5%	·	-2%	-4	3%
CC(=O)Nc1ccc(NC(=O)[C@@H]2CCCN2S(=O)(=O)c2ccc3c(c2)OCCO3)cc1	31%	-19%	1%	-5%	-12%	-4%	0%	5	-9%
COCCn1nnnc1C(c1cccc(C(F)(F)F)c1)N1CCOCC1 (centres undefined)	5%	-2%	5%	-5%	-115%	2%	-2%	-1	5%
CCOC(=O)c1ccccc1NC(=S)N1CCC(N2CCCCC2)CC1	13%	-1%	0%	-14%	9%	-14%	·	1	-22%
CCn1cc(C(=O)NCCc2ccc(Cl)cc2)c(=O)c2cc(S(=O)(=O)N(C)C3CCCCC3)ccc21	-10%	-10%	·	-27%	?	-14%	-5%	1	5%
CCCCC(CC)C(=O)NCc1ccc(F)cc1 (centres undefined)	0%	-9%	0%	-22%	-2%	-1%	0%	3	14%
CC(=O)N(/C=C1\SC(=S)N(c2ccccc2)C1=O)c1ccccc1	7%	-16%	-10%	-8%	42%[activator]	-22%	86%[activator]	3	20%
N#Cc1c(N)n(-c2ccc(N)cc2)c2nc3ccccc3nc12	3%	-16%	2%	-9%	15%	5%	3%	5	-8%
Cc1cc(C(=O)N/N=C/c2cc(Br)cc([N+](=O)[O-])c2O)c2ccccc2n1	5%	?	-3%	-15%	?	-13%	4%	-6	9%
COc1cccc(NC(=S)NC(=O)c2cncc(Br)c2)c1	·	-2%	·	-10%	?	·	7%	-2	-35%
CCOCCn1c(=O)c2c(nc3n2CC(C)CN3Cc2ccccc2)n(C)c1=O (centres undefined)	45%	-2%	0%	-13%	-1%	-11%	5%	2	4%[11.4 µM]
O=C(Nc1ccc2oc(-c3ccccc3)nc2c1)c1ccncc1	?	-2%	-4%	-11%	?	-20%	-4%	-5	5%
O=C(NNC(=O)C12CC3CC(CC(C3)C1)C2)c1ccccc1F	10%	2%	9%[12.4 µM]	-19%	-5%	-4%	2%	-4	1%
COc1ccc(CCNC(=O)C(=O)NCC2OCCN2S(=O)(=O)c2ccc(F)cc2)cc1 (centres undefined)	2%	9%	6%	-2%	-4%	-12%	-7%	2	-2%
CN(C)C1=NC[C@H](Cc2ccccc2)N1CC1CCC(C(C)(C)C)CC1 (some centres undefined)	26%	-16%	9%	-12%	·	-19%	0%	-5	1%
COc1cc(C)c(NC(=O)C(=S)N2CCCC2)cc1C	-16%	-18%	-2%	-23%	-15%	-10%	-1%	-14	-9%
CCC(=O)c1ccc(OC)c(OC)c1O	-14%	-8%	33%[activator]	3%	?	-2%	6%	-1	7%
O=C(Nc1cc(S(=O)(=O)N2CCOCC2)ccc1N1CCCC1)c1cnccn1	8%[57.1 µM]	-2%	-3%	-4%	9%	-3%	-1%	-7	33%
CCCCNC(=O)CCn1c(=O)c2ccccc2n(Cc2ccc(F)cc2)c1=O	-1%	4%	-3%	-18%	-21%	-14%	4%	6	-18%
Cc1ccc(NC(=O)CN2C(=S)NC(C)(C)CC2C)cc1Cl (centres undefined)	1%	1%	1%	-24%	?	?	-1%	-4	-36%
Cc1ccc(N2CC(C(=O)Nc3nnc(SCc4ccccn4)s3)CC2=O)cc1 (centres undefined)	17%	-9%	22%	-22%	-16%	?	1%	-2	-22%
CC1Cc2ccccc2N1C(=O)CN1C(=O)NC(C)(CCc2ccccc2)C1=O (centres undefined)	9%	-10%	1%	-2%	-6%	?	13%	6	10%
CCN(CC)CCN1C(=O)c2oc3ccc(F)cc3c(=O)c2C1c1ccncc1 (centres undefined)	?	-5%	6%	-3%	-10%	2%	0%	1	-20%
CCC(C)[C@H](NC(=O)Nc1ccc(Oc2ccccc2)cc1)C(=O)O (some centres undefined)	22%	0%	-3%	-12%	12%	-14%	-1%	-5	-15%
Clc1ccc(-c2noc(COc3ccccc3)n2)cc1	14%	5%	0%	-7%	9%	-15%	-5%	-17	25%
Cc1ccc(NS(=O)(=O)c2ccc3c(c2)NC(=O)CO3)c(C)c1	-19%	8%	45%[activator]	-2%	-6%	-9%	-4%	0	2%
COc1ccc(CCNC(=O)C2C3CCC(C3)C2C(=O)O)cc1OC (centres undefined)	17%	-3%	24%	-1%	16%	-4%	-2%	-7	17%
COc1ccc(C2CC(=O)N(CC(=O)Nc3ccc(C)c(Cl)c3)c3ccccc3S2)cc1OC (centres undefined)	5%	?	·	-20%	-5%&-30%	1%	0%	4&1	16%
N/C(=N\OC(=O)c1ccccc1)C(C(=O)NOC(=O)c1ccccc1)C1CCCCC1 (centres undefined)	·	-1%	·	-12%	-4%	·	8%	0	-20%
